OX1R antag-1 – antagonists of human orexin 1 receptor (OX1R); O43613; inhibition, % at 6.6 µM; AID 485270; OX1R-expressing cells, FRET antagonist read-out; 330,000 tested, 1.8% active; in the data active = inhibition mostly above about 38%, no sharp cut-off; inactive = mostly below about 40%;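 note: 0% = agonist challenge alone and 100% = reference antagonist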
Target sequence (O43613 whole entry, looked up): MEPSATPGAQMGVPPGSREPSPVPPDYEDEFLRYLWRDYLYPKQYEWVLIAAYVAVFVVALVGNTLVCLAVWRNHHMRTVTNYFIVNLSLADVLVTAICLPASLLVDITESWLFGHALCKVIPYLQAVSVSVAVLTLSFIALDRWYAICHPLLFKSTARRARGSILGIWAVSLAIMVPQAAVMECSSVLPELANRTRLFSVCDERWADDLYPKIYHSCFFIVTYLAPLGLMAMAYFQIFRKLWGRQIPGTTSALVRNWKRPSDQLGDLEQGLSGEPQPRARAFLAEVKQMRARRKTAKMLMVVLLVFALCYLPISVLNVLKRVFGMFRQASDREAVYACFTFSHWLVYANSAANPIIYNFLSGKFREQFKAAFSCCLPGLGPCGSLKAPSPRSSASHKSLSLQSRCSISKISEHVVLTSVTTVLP
STK33 inh – inhibitors of human STK33 kinase | purified STK33, MBP phosphorylation, ADP-Glo luminescence | AID 2661 | Q9BYT3 | inhibition, % at 10 µM | 320,000 tested, 0.073% active;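 active = inhibition at or above 25%, using the most active replicate where run in duplicate; inactive = inhibition below 25%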
Target sequence (Q9BYT3 whole entry, looked up): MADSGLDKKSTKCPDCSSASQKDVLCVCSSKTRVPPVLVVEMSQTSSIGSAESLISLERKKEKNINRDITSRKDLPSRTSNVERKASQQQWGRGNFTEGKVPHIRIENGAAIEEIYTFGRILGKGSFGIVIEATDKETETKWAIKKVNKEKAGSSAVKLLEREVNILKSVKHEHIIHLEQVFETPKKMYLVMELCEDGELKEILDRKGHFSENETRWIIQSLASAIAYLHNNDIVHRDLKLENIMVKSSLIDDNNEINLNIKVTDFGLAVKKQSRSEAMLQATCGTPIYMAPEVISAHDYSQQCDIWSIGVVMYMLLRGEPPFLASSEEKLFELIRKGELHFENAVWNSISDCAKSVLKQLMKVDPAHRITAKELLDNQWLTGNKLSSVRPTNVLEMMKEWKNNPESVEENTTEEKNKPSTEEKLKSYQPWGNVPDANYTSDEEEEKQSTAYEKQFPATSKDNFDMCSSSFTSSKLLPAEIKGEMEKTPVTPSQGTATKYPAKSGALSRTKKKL
OX1R antag-2 – blocks the human orexin 1 receptor; O43613; CHO/OX1R cells, Fluo-8 calcium fluorescence, orexin A; inhibition, % at 5 µM; 330,000 tested, 0.43% active; AID 434989;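 active = inhibition above its plate's threshold, mean inhibition of all tested compounds on the plate plus 3 SD, cut at about 37% in these data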;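 note: 0% = orexin A challenge wells and 100% = SB-334867-A antagonist wells; not every result past the cut was called active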
* = called active by the depositor; nt = not tested or not shown; & = joins results of further samples.

SMILES	OX1R antag-1	STK33 inh	OX1R antag-2
O=C(CSC1CS(=O)(=O)c2cc([N+](=O)[O-])ccc21)NNC(=O)c1ccc(Cl)cc1 (stereo not given)	17.4	0.8	-10.7
COCC(=O)N1CCCC(C(=O)c2ccc3c4c(cccc24)CC3)C1 (stereo not given)	16.6	0.5	-37.1
COc1ccc(CNC(=O)CN(Cc2ccc(C)cc2)S(=O)(=O)c2ccc(Cl)cc2)cc1	11.7	-1.2	-9.8
COc1ccc(C(=O)c2ccc(N3CCN(C4CC(=O)NC4=O)CC3)cc2)cc1F (stereo not given)	22.4	-1.9	-18.1
CCn1cc(SCC(=O)NCC2CCCO2)c2ccccc21 (stereo not given)	1.0	-1.2	-8.8
CN(C)c1ccc(NC(=O)c2cccc([N+](=O)[O-])c2)c2ccccc12	16.8	-1.5	-18.7
CCOC(=O)N1CCN(C(=O)C2CCN(C(=O)c3ccc([N+](=O)[O-])cc3)CC2)CC1	54.8*	-3.2	-16.5
O=C(NCCC1CCCCN1S(=O)(=O)c1ccc(F)cc1)C(=O)Nc1ccccc1 (stereo not given)	20.0	-0.5	-38.7
COc1cc(/C=C/C(=O)Nc2nnc(CC(C)(C)C)s2)cc(OC)c1OC	19.0	-0.1	-31.8
CC(=O)Nc1ccccc1C(=O)C(=O)Nc1cccc(C(=O)NCC2CCCO2)c1 (stereo not given)	18.4	0.0	-17.7
COc1ccc(S(=O)(=O)N2CCCOC2CNC(=O)C(=O)NCc2ccccn2)cc1 (stereo not given)	13.7	0.8	-12.9
CCN(Cc1ccccc1)C(=O)c1ccc(C(=O)N(CC)Cc2ccccc2)cc1	16.9	-1.9	-17.4
CCCCNC(=O)Nc1ccccc1CC	1.0	6.2	-17.2
COCC(C)OC(=O)c1c(N)n(CC(C)C)c2nc3ccccc3nc12 (stereo not given)	17.5	-2.0	-30.9
CCc1ccc(-c2cc(C(F)(F)F)n3nc(C(=O)Nc4c(C)nn(Cc5ccc(F)cc5)c4C)cc3n2)s1	17.1	0.1	-32.1
COc1ccc(C2NC(=S)NC3=C2CCCC3=C2SCCS2)cc1 (stereo not given)	12.0	-1.5	-12.7
COC(=O)[C@H](Cc1ccc(O)cc1)NC(=O)Cn1cnc2c(OCc3ccccc3)ncnc21	-0.6	nt	-15.4
Cc1nc2ccccc2c2c1C(=O)N(Cc1cccnc1)C2=O	33.4	-0.1	-25.9
CCN(CC)N=Nc1ccc(S(=O)(=O)Nc2nc(C)cc(C)n2)cc1	5.0&4.9	0.4&0.6	-30.2&-2.6
N#CCCCc1cc2ccccc2cn1	7.2	1.2	29.5
Cc1cc(C)cc(C(=O)Oc2coc(CSc3nnc(NC(=O)C4CC4)s3)cc2=O)c1	2.4	-0.3	-17.1
Cn1cc(S(=O)(=O)Nc2cccc3ccccc23)c(=O)n(C)c1=O	27.9	-0.9	-13.4
CC(NC(=O)COC(=O)CSc1ccc(F)cc1)c1ccc(F)cc1 (stereo not given)	8.0	-0.7	-10.4
Cc1ccc2nc(C)c3c(c2c1)SCC3	19.0	-6.2	-8.5
C/C(=N\NC(=O)CCC(=O)NCc1ccccc1)c1ccc([N+](=O)[O-])cc1	23.0	nt	-31.3

Sorted by molar mass (largest number first): twelve of the compounds above
SMILES	OX1R antag-1	STK33 inh	OX1R antag-2
Cc1cc(C)cc(C(=O)Oc2coc(CSc3nnc(NC(=O)C4CC4)s3)cc2=O)c1	2.4	-0.3	-17.1
O=C(CSC1CS(=O)(=O)c2cc([N+](=O)[O-])ccc21)NNC(=O)c1ccc(Cl)cc1 (stereo not given)	17.4	0.8	-10.7
O=C(NCCC1CCCCN1S(=O)(=O)c1ccc(F)cc1)C(=O)Nc1ccccc1 (stereo not given)	20.0	-0.5	-38.7
CCOC(=O)N1CCN(C(=O)C2CCN(C(=O)c3ccc([N+](=O)[O-])cc3)CC2)CC1	54.8*	-3.2	-16.5
CC(=O)Nc1ccccc1C(=O)C(=O)Nc1cccc(C(=O)NCC2CCCO2)c1 (stereo not given)	18.4	0.0	-17.7
CCN(Cc1ccccc1)C(=O)c1ccc(C(=O)N(CC)Cc2ccccc2)cc1	16.9	-1.9	-17.4
C/C(=N\NC(=O)CCC(=O)NCc1ccccc1)c1ccc([N+](=O)[O-])cc1	23.0	nt	-31.3
Cn1cc(S(=O)(=O)Nc2cccc3ccccc23)c(=O)n(C)c1=O	27.9	-0.9	-13.4
COCC(=O)N1CCCC(C(=O)c2ccc3c4c(cccc24)CC3)C1 (stereo not given)	16.6	0.5	-37.1
CN(C)c1ccc(NC(=O)c2cccc([N+](=O)[O-])c2)c2ccccc12	16.8	-1.5	-18.7
CCn1cc(SCC(=O)NCC2CCCO2)c2ccccc21 (stereo not given)	1.0	-1.2	-8.8
CCCCNC(=O)Nc1ccccc1CC	1.0	6.2	-17.2

Next structures.
SMILES	OX1R antag-1	STK33 inh	OX1R antag-2
CCNC(=O)C/C(C)=N/NC(=O)C1CCCCC1	13.5	0.4	0.6
CC(C)(C)c1ccc(C(=O)COC(=O)CN2C(=O)NC3(CCCC3)C2=O)cc1	47.9	0.5	-11.9
CCOc1cc(CNc2ncnc3nc[nH]c23)ccc1OC	2.2	-1.1	-1.7
Cc1ccc(C(=O)N/N=C\c2ccc([N+](=O)[O-])o2)cn1	70.0*	-0.1	-6.3
NC(=O)NCCCC(=O)NCC(c1ccccc1Cl)c1c[nH]c2ccccc12 (stereo not given)	-5.0	-1.4	-4.0
C=CCn1c(N)c(C(=O)Nc2ccccc2OC)sc1=S	21.6	-2.2	-6.8
CC(=O)C[C@H]1c2ccccc2S(=O)(=O)N1c1ccccc1	34.8	-1.1	-3.1
CCn1cc(C(C)(C)C)c(C#N)c1NC(C)=O	5.8	-2.7	-20.9
N#C/C(=N\Nc1cccc(C(F)(F)F)c1)C(=O)c1ccsc1	54.8*	-0.6	35.9
Cc1ccc2c(c1)C1CN(C)CCC1N2S(=O)(=O)c1ccc(Oc2ccc([N+](=O)[O-])cc2)cc1 (stereo not given)	5.3	-1.1	-9.5
O=C(Nc1ccccn1)c1ccc(Br)s1	-0.3	1.9	-14.3
COc1ccc(/C=N/NC(=O)Cc2ccc(Cl)cc2)cc1OC	26.1	-1.2	-20.1
COc1ccc(N2C(=O)N3[C@H](c4ccc(Cl)cc4)[C@@H]4C(=O)N(C5CCCCC5)C(=O)[C@@H]4[C@]3(C)C2=O)cc1	4.3	2.1	-25.5
CCCN(C(=O)CCNC(=O)c1ccc(Cl)cc1)c1c(N)n(Cc2ccccc2)c(=O)[nH]c1=O	6.0	-1.1	-11.3
COc1ccc2sc(-c3ccc(SC)cc3)c(C#CCO)c2c1	32.8	-0.9	4.3
CCS(=O)(=O)c1ccc(-c2cccc(NC(=O)c3ccco3)c2)nn1	14.4	0.2	-10.6
O=C1c2cccc3cccc(c23)C(=O)N1c1cccnc1	48.1*	0.1	-16.3
Cc1ccc(S(=O)(=O)N2CCCC2C(=O)N(C)Cc2cccs2)cc1 (stereo not given)	7.5	-0.8	-6.1
Cc1c(NC(=O)COC(=O)c2ccc[nH]c2=O)c(=O)n(-c2ccccc2)n1C	23.6	-0.4	-6.9
O=C(N1CCCCC1)C1(S(=O)(=O)c2ccccc2)CC=CC1	25.6	-0.6	-21.5
CN(C)S(=O)(=O)c1cccc(NC(=O)c2cccc(S(=O)(=O)N3CCCCC3)c2)c1	7.3	-0.8	-32.4
CCOC(=O)C1CCN(C(=O)C2CCCN(c3ncnc4c3nc3n4CCCCC3)C2)CC1 (stereo not given)	15.7	0.0	-42.7
O=C(O)c1ccccc1C(=O)OCc1c(-c2ccccc2)ncc2ccccc12	2.0	-0.8	-22.8
O=S(=O)(CCc1ccccc1)/N=C/c1cccs1	-0.1	-0.3	0.8
CCC(=O)N1c2ccccc2NC2=C(C(=O)CC(C)(C)C2)C1c1cccnc1 (stereo not given)	6.8	-0.8	-18.2

The list continues.
SMILES	OX1R antag-1	STK33 inh	OX1R antag-2
CCCCCCC(=O)Nc1ccc(S(=O)(=O)Nc2onc(C)c2C)cc1	7.5	-0.3	-3.9
CCN(Cc1ccccc1)C(=O)CC1Oc2ccccc2NC1=O (stereo not given)	10.4	-2.6	-3.7
Cc1nn(CCC(=O)O)c(C)c1C	6.4	-0.3	6.7
COc1ccc(S(=O)(=O)N2CCCCCC2)cc1C(=O)OCC(=O)NC(C)(C)C	11.9	-0.7	-2.9
CCOC(=O)N1CCN(S(=O)(=O)N2CCCC(C(=O)NCCCN3CCC(C)CC3)C2)CC1 (stereo not given)	4.9	2.0	-5.3
COc1ccc(/C=N/NC(=O)CCC(=O)Nc2ccccc2)cc1OC	4.7	0.3	-12.8
CCOC(=O)[C@@H]1[C@H]2COc3cc(OC)ccc3[C@H]2N2C(=O)N(c3cccc(C)c3)C(=O)[C@]12C	9.4	1.3	-25.2
CC(=O)c1cc(-c2ccc(F)cc2)n(CCC(=O)Nc2cccc(C)n2)c1C	14.9	-0.3	-10.9
OC(COc1ccc(CNCCc2ccc(C(F)(F)F)cc2)cc1)CN1CCCCC1 (stereo not given)	12.1	0.3	-22.3
O=C(C1CCN(c2nc3nonc3nc2N2CCCCC2)CC1)N1CCOCC1	11.5	0.3	-12.0
O=C(COc1ccc2ccc(=O)oc2c1)NCCCn1ccnc1	-2.7	-0.8	-5.7
CN(C)S(=O)(=O)N(CC(=O)N(Cc1ccccc1)Cc1ccccc1)c1ccccc1	24.8	0.6	-16.0
O=C(CSc1nc(C(F)(F)F)cc(=O)[nH]1)NCC1CCCO1 (stereo not given)	2.9	-1.5	-3.0
COc1cc(OC)cc(C(=O)NCC(=O)Nc2ccc(-c3ccccc3)cc2)c1	4.0	-1.4	-8.5
CC(C)(C)OC(=O)NC(CNCc1ccccc1)Cc1ccccc1 (stereo not given)	8.0	-1.0	-40.0
NC(=O)C(c1ccccc1)C1CCCC1 (stereo not given)	15.4	-0.5	-18.8
COc1ccc(OC)c(CNC(=O)C2CCCN(S(=O)(=O)N3CC(C)CC(C)C3)C2)c1 (stereo not given)	21.3	1.0	-39.0
O=c1c2ccccc2nc(SCc2nc3ccccc3s2)n1Cc1ccco1	10.6	-2.1	-40.1
CCCc1cc(=O)n2nc(N3CCC(C(=O)Nc4cccc(C(C)=O)c4)CC3)sc2n1	3.9	-0.4	-15.0
Cc1ccc(Cn2c(SCC(N)=O)nc3c2c(=O)n(C)c(=O)n3C)cc1	-3.5	6.0	-19.2
O=C(Cc1ccccc1[N+](=O)[O-])Nc1ccc2c(c1)OCCO2	12.7	-1.5	1.9
CC(=O)Nc1cccc(Oc2ccc(-c3noc(C)n3)cc2)c1	24.3	-0.2	-11.8
Cc1cc(C)n(-c2ccc(C(=O)NCc3ccc4c(c3)OCO4)cc2)n1	11.7	-1.8	-21.3
COc1ccc(OCC(O)CNC(=O)Nc2ccc(F)cc2)cc1 (stereo not given)	11.0	-0.6	-7.8
CC(C)NC(=O)NC(=O)CSc1nncs1	11.3	0.4	-3.0

Remaining list, next part
SMILES	OX1R antag-1	STK33 inh	OX1R antag-2
COc1ccc2[nH]c(=O)c(CN(CC3CCCO3)C(=S)Nc3cccc(C)c3)cc2c1 (stereo not given)	18.1	0.7	-24.7
Cc1ccc(C(=O)OCc2cn3ccccc3n2)cc1	7.5	1.8	-5.7
O=C(Nc1ccccc1)c1ccc(NC(=O)c2cccs2)cc1	23.1	-1.3	-15.2
O=C(NCC1CCOCC1)C1CCC(=O)N(Cc2cccc(C(F)(F)F)c2)C1 (stereo not given)	9.9	-2.4	-21.6
CCN(CC)CCCC(C)NC1=NCCCCC1 (stereo not given)	7.2	-5.4	2.1
COc1ccc(CN(C)C(=O)c2ccc(NS(=O)(=O)c3ccc4[nH]c(=O)[nH]c4c3)cc2)c(OC)c1	17.7	-2.1	-3.4
Cc1cc(NC(=O)c2ccc3c(c2)OCCO3)ccc1NC(=O)c1ccco1	13.9	0.3	1.0
COc1ccc(/C=C/C(=O)Oc2ccc(/C=N/NC(=O)c3ccccc3)cc2)cc1OC	14.2	-1.3	-15.4
Cn1c(N)c(C(=O)COC(=O)CCCN2C(=O)c3ccccc3C2=O)c(=O)n(C)c1=O	24.6	-0.6	2.8
O=C(Nc1cccnc1)c1ccc2ccccc2c1O	7.8	nt	-11.8
CCOc1ccc(NC(=O)C(C)Sc2nnc(C)n2C)cc1 (stereo not given)	20.1	1.0	-6.8
COc1ccc(C)cc1N(C(=O)c1ccco1)C(C(=O)NC1CCCC1)c1ccc(N2CCOCC2)cc1 (stereo not given)	16.1	2.6	-22.8
O=C(NCc1ccco1)c1cc(S(=O)(=O)N2CCCc3ccccc32)ccc1Cl	14.5	5.0	1.3
CN(CC(=O)Nc1ccc(Cl)cc1)C(=O)CCNC(=O)c1ccc(Cl)cc1	6.9	1.0	-11.3
CCOCCCN1C(=O)CN(C2CCCCC2)C(=O)C1c1ccc(OC)c(OC)c1 (stereo not given)	4.7	-0.7	-18.4
CCSCCNC(=O)c1cc(-n2cnnc2)ccc1Cl	13.5	-0.2	-12.1
Cc1cc(=O)[nH]c(SCC(=O)Nc2nonc2C)n1	17.4	1.4	-14.4
CC(=O)Nc1ccc(S(=O)(=O)Nc2nnc(C3CCCCC3)s2)cc1	29.9	1.8	-8.7
CC(C)CC(=O)Nc1ccccc1N1CCCC1	9.5	-1.7	-8.3
Cc1nc(-c2ccc(Cl)cc2)sc1C1(C)CC(c2ccc(OC(F)(F)F)cc2)=NO1 (stereo not given)	28.3	-2.2	-19.4
Nc1cc(=O)[nH]c(SCC(=O)N2N=C(c3ccc4ccccc4c3)CC2c2ccccc2)n1 (stereo not given)	-0.5	-1.1	-5.0
CC1(C)NC(=O)N(CC(=O)OCC(=O)Nc2cc(S(=O)(=O)N3CCCCC3)ccc2Cl)C1=O	9.0	-0.7	-14.4
COc1ccc(-c2csc(NC3=NCCCCC3)n2)cc1	-1.0	2.3	-2.2
COc1ccc(N2CCN(S(=O)(=O)c3ccc(Br)s3)CC2)cc1	6.8	1.5	-6.5
COc1cccc(SCc2noc(C(=O)NCCCN3CCOCC3)c2C(=O)NCCCN2CCOCC2)c1	9.0	-1.1	-29.4
